Screening data as filed in PubChem.
MEKK3 PB1 HTS = MEKK3-MEK5 PB1 interaction, increase or decrease; Q99759; bead-based flow cytometry, Alexa488-MEK5 binding to MEKK3; actives lie on both sides; 0 = blocked by unlabeled MEK5, 100 = vehicle; binding response (% of control), % at 10 µM; 290,000 tested, 1.4% active; AID 1529;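 active = binding response more than 3 SD above or below the average of its plate-row segment, actives on both sides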;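 note: Alexa488 bead fluorescence after subtracting the streptavidin-only scavenger bead signal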
Target sequence (Q99759 whole entry, looked up): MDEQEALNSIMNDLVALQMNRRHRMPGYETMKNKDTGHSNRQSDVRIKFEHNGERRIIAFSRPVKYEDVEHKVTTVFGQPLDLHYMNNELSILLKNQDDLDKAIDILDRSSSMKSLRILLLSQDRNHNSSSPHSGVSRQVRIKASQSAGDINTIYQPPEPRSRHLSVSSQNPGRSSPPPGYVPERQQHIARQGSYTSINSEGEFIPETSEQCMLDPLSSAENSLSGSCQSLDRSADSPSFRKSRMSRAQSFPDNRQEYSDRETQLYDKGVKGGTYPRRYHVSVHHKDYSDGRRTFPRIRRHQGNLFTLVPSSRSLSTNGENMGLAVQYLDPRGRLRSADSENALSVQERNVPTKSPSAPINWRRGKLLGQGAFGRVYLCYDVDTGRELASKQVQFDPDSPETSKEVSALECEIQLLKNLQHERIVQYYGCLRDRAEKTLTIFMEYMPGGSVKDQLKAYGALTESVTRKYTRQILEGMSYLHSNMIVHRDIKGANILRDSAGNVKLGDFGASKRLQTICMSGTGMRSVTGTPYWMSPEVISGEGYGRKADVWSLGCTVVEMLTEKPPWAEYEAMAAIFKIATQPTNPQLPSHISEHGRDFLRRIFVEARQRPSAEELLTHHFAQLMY
PHOSPHO1 inh = blocks human PHOSPHO1 phosphatase activity; Q8TCT1; recombinant PHOSPHO1, absorbance phosphatase assay; inhibition, % at 13.3 µM; 290,000 tested, 1.1% active; in the data active = inhibition above about 60%
Target sequence (Q8TCT1 whole entry, looked up): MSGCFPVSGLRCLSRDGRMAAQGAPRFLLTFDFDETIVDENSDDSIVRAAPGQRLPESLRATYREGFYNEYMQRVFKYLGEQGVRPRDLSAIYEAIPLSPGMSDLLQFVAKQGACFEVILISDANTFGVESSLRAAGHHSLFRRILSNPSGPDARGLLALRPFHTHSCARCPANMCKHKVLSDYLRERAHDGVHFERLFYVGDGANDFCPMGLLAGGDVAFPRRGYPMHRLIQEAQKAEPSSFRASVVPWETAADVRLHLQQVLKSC
p-CIP stab down = compounds decreasing mouse p/CIP protein stability | decrease of EGFP signal, % at 10 µM | Q05BA5 | F442A p/CIP-EGFP cells, EGFP fluorescence, 16 h | 290,000 tested, 0.01% active;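 active = EGFP signal decrease of at least 30% at 10 µM or well 3 SD below plate mean, unless failing retest; inactive = the rest, including hits failing retest or dose response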; note: some compounds called inactive have numbers as strong as hits; many of its hits are not listed in these tables
IDE cell activ = IDE (human) activation, cell-based; HEK cells, FAbeta-B cleavage, fluorescence polarization; 0% vehicle, 100% cell-free pure enzyme wells; activation, % at 5.96 µM; P14735; 340,000 tested, 0.073% active;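 active = activation above the mean of all tested compounds plus 3 SD, set per screening campaign, cut at about 17% in these data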
IMP-1 inhibitor = inhibitors of Pseudomonas aeruginosa IMP-1 metallo-beta-lactamase; inhibition, % at 5.6 µM; purified IMP-1, nitrocefin hydrolysis, epi-absorbance fluorescence; 290,000 tested, 0.45% active; AID 1556;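 active = inhibition above the mean plus 3 SD of all compounds in the same screening run, cut at about 4.5% in these data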;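 note: 0% = IMP-1 with DMSO and 100% = DMSO wells lacking enzyme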
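Assay system: purified IMP-1; Quantity: IMP-1 0.2 nM before substrate addition; Medium: HEPES buffer pH 7.1 with ZnSO4 and Brij 35; Incubation: 15 min enzyme–compound preincubation, then 25 min nitrocefin reaction, 25 °C; Signal: fluorescence quenching readout, ex 480/em 530 nm; Controls: DMSO with and without IMP-1; Repeats: singlicate testing.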
VIM-2 inh = blocks Pseudomonas aeruginosa VIM-2 metallo-beta-lactamase | purified VIM-2, nitrocefin hydrolysis, epi-absorbance fluorescence | inhibition, % at 5.6 µM | 290,000 tested, 0.89% active | AID 1527;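 active = inhibition above the mean of all tested compounds plus 3 SD, cutoff set per screening run, cut at about 7.5% in these data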;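 note: red hydrolysis product quenches plate fluorescence so inhibitors raise well fluorescence; 0% = enzyme with DMSO and 100% = DMSO without enzyme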
NS3 helicase inh = HCV NS3 helicase inhibition. NS3 helicase DNA unwinding, Cy5 molecular beacon fluorescence. 290,000 tested, 0.56% active. inhibition, % at 10.9 µM. AID 1800;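 active = inhibition above the mean of all tested compounds plus 3 SD, set per campaign, cut at about 35% in these data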;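 note: 0% = DMSO wells and 100% = thioflavine S control wells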
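Control set: DMSO versus 110 µM thioflavine S; Material: NS3 helicase fragment of HCV; Measured by: Cy5 fluorescence at 0 and 60 min, beacon hairpin quenching; Read-out basis: percent inhibition from t60/t0 fluorescence ratio; Times: reaction time 60 min, 25 °C; Repeats: single replicate; Compound dosing: single dose, 10.9 µM nominal final, DMSO 0.8% final.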
SUMO HTRF inh = blocks human SUMOylation mediated by UBC9; P63279; HTRF SUMOylation assay, SAE1/SAE2 + UBC9, in vitro; inhibition, % at 35 µM; 290,000 tested, 0.36% active; AID 2006; in the data active = inhibition above about 50%, passing the limit was not always enough; note: strong numbers were not always called active
Target sequence (P63279 whole entry, looked up): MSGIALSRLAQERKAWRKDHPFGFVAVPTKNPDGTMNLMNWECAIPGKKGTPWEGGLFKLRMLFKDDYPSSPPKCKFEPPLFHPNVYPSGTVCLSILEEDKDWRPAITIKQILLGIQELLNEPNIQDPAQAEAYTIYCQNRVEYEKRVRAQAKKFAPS
DNA FID counter = fluorescent intercalator displacement, NS3 helicase counter-screen; DNA fluorescent intercalator displacement, fluorescence; inhibition, % at 7.9 µM; 290,000 tested, 0.17% active; AID 1845; in the data active = inhibition above about 37%;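 note: 0% = vehicle and 100% = reference compound; higher means more ethidium bromide displaced from hairpin DNA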
Numbers without * were called inactive; . = no result given.

SMILES	MEKK3 PB1 HTS	PHOSPHO1 inh	p-CIP stab down	IDE cell activ	IMP-1 inhibitor	VIM-2 inh	NS3 helicase inh	SUMO HTRF inh	DNA FID counter
CCn1c(=O)cc(OCC(=O)NCCCN2CCCC2=O)c2ccccc21	102.0	27.9	16.9	1.5	-1.9	2.4	1.9	11.3	-22.1
Cc1ccnc(Nc2nc3ccccc3o2)n1	109.0	38.3	5.6	4.6	-7.8	-1.7	-2.8	-19.2	-2.0
O=C(CCCCN1CCCCC1)c1ccc2c(c1)Cc1ccccc1-2	72.0	28.5	-2.4	-13.8	-0.7	1.0	-57.0	2.3	23.8
N=c1n(CC(=O)c2ccc([N+](=O)[O-])cc2)c2ccccc2n1Cc1ccccc1Cl	103.0	-8.6	-11.3	-0.5	2.2	3.2	-13.4	15.1	3.8
CN1CCN(C(=O)c2cnn(-c3ccccc3)c2NC(=O)c2ccccc2)CC1	99.0	28.8	-4.4	-2.4	-1.1	-4.8	-0.3	23.5	7.9
CCSc1nnc(NC(=O)NC2CCCCC2)s1	109.0	19.2	3.1	4.5	-1.7	0.5	5.6	2.3	-7.2
COCCOC(=O)c1c(C)oc2ccc(OC(=O)c3ccco3)cc12	95.0	-5.8	-9.1	-2.1	-1.6	-1.5	-0.1	1.8	-28.4
CC(C)c1ccc(NC2CCCN(C(=O)c3cccc4nccnc34)C2)cc1 (stereo not given)	101.0	22.2	-3.8	4.7	-1.1	-2.6	2.3	17.4	-31.8
Cc1ccc(C(OCCN(C)C)c2cccc(C(F)(F)F)c2)cc1 (stereo not given)	92.0	-9.0	-3.3	1.6	-0.5	-0.7	-47.4	3.6	19.9
CN(C)c1ccc(NC(=O)c2ccc([N+](=O)[O-])cc2Cl)cc1	106.0	-7.4	-4.6	3.4	-0.7	-3.3	-1.6	17.6	3.7
COc1ccc(CC(=O)Nc2ccc(S(=O)(=O)Nc3nc(C)cc(C)n3)cc2)cc1	101.0	2.6	6.4	-3.2	0.6	-2.3	1.8	-2.5	-11.0
COC(=O)CCCC(=O)N(C)CC1CCCN(CCc2ccccc2C)C1 (stereo not given)	100.0	.	.	1.4	-3.9	-1.7	17.9	.	4.0
CC1CC(C)(C)NC(=S)N1CCC(=O)N1CCN(c2ccccc2)CC1 (stereo not given)	91.0	-30.8	-14.4	6.0	-0.4	-3.3	1.5	-6.0	-16.8
COc1ccc2c(c1)Cc1sc(NC(=O)c3ccccc3)nc1-2	107.0	58.9	5.1	-2.8	-0.4	-0.8	-2.4	92.6	-6.3
COc1ccc(C2=NS(=O)(=O)N(C)C(C(=O)N(C)Cc3ccccc3)=C2)cc1OC	99.0	17.6	-11.3	-3.5	-3.9	-2.0	-4.5	8.7	-33.1
COc1cccc(OCCNC(=O)Nc2cc(F)c(F)cc2Cl)c1	98.0	29.2	-4.8	-5.0	-2.5	-1.7	-2.8	9.6	-2.3
C[C@@H]1CC=C[C@H]2[C@H]1C(=O)N(Cc1ccccc1)[C@H]2c1ccc2ccccc2c1/C=C/c1ccccc1	90.0	8.9	-2.9	3.0	.	.	.	2.9	.
CCC(=O)OCc1c(C(F)(F)F)nn(C)c1Oc1cccc(C(F)(F)F)c1	89.0	37.3	-5.8	2.2	-0.7	-0.1	2.5	11.5	1.8
CC1=CC(C)C2C(=O)N(CCCN(C)C)C(=O)C2C1 (stereo not given)	102.0	10.4	6.3	1.9	-4.5	0.8	11.7	-7.3	-3.7
CC(=O)c1cc2c(cc1N(C(=O)Cn1nnc3ccccc31)C(C(=O)NCCC(C)C)c1cccnc1)OCO2 (stereo not given)	99.0	42.9	-9.3	.	-3.2	-4.4	2.4	24.2	-35.6
c1coc(-c2nnc(-c3ccco3)nn2)c1	98.0	9.6	-0.4	1.8	-3.5	-3.1	35.0	.	-1.9
C/C(=N\NC(=S)NC1CCCCC1)c1ccccc1	96.0	1.4	-11.6	-2.8	-0.4	-2.5	-0.6	7.9	-6.0
O=C1CN(C(=O)c2ccccc2)C(c2ccccc2)c2cc(Cl)ccc2N1 (stereo not given)	100.0	11.4	-8.2	4.1	-0.8	-4.5	-1.6	20.3	-31.9
Cc1cccc(OCCOC(=O)C2CCN(S(=O)(=O)c3cccs3)CC2)c1	111.0	1.4	8.5	3.7	-2.3	-5.4	-3.1	1.3	-5.3
Cc1cccc(N2CCN(C(=O)CC(NC(=O)c3ccccc3)c3ccccc3)CC2C)c1 (stereo not given)	99.0	-17.3	-9.9	-4.6	1.7	-0.8	-2.1	-6.6	-36.2

(cont.)
SMILES	MEKK3 PB1 HTS	PHOSPHO1 inh	p-CIP stab down	IDE cell activ	IMP-1 inhibitor	VIM-2 inh	NS3 helicase inh	SUMO HTRF inh	DNA FID counter
COc1cc2c(cc1OC)C1=C(C#N)CC/C(=N\S(=O)(=O)c3ccccc3)N1CC2	108.0	-2.3	-22.0	-6.6	-3.2	-3.0	1.0	-7.1	-8.4
O=C(/C=C/c1ccc2c(c1)OCO2)N1CCN(c2n[nH]c(=O)[nH]c2=O)CC1	94.0	24.4	2.7	0.7	-0.9	-0.6	-4.2	36.7	-16.2
CN1CCCN(C(=O)c2cccc3ccccc23)CC1	101.0	.	-12.3	3.0	-3.7	-2.3	3.4	10.2	-1.5
CCCCC(=O)OCC(=O)c1[nH]c(C)c(C(C)=O)c1C	103.0	47.0	-2.7	0.3	-3.4	-1.7	5.6	3.2	-8.3
O=C(NCc1ccncc1)c1cc(C(=O)C2CCCCC2)c[nH]1	90.0	-4.9	33.6	2.8	-0.9	-2.1	-1.6	-2.3	-7.0
CCOc1ccccc1NS(=O)(=O)c1c[nH]c(C(=O)OC)c1	99.0	25.4	-14.6	4.0	-3.0	-1.9	-4.1	7.9	-9.2
CN(Cc1cn(-c2ccccc2)nc1-c1ccc(Cl)cc1)C(=O)CCC(=O)O	104.0	-9.3	-5.4	3.8	-2.5	-2.1	-22.4	-5.6	-22.1
COc1cccc(Nc2nc3ccccc3n3cnnc23)c1	106.0	6.4	-2.8	2.9	-3.5	7.8*	-4.3	20.7	-9.7
O=C(Nc1ccc2c(c1)CCC2)c1cccc(F)c1	92.0	-10.9	3.1	-5.6	-0.6	-0.3	-2.8	-20.5	-0.3
S=c1[nH]nc(-c2ccccn2)n1/N=C/c1ccccc1	100.0	41.8	1.1	3.7	-1.6	-0.8	-1.0	-4.6	3.5
CC(=O)CSc1nnc(-c2cnccn2)n1-c1ccccc1	.	42.2	0.5	-0.2	0.4	0.2	1.9	22.8	-3.4
O=C(NN1C(=O)c2ccccc2NC1c1ccc([N+](=O)[O-])o1)c1ccc([N+](=O)[O-])cc1 (stereo not given)	105.0	-3.0	-13.3	3.1	-2.4	-2.0	-2.6	17.4	8.8
O=C(Nc1ccc(NC(=O)c2cc3ccccc3o2)cc1)c1ccco1	104.0	46.2	3.7	-0.8	-1.5	-0.8	8.2	16.0	-22.6
FC(F)(F)c1ccccc1NC(=S)Nn1cnnc1	105.0	22.6	-12.2	-3.2	-4.2	-2.1	4.5	2.6	0.4
CCn1ncc(/C=C/C(=O)Nc2c(C)nn(CC)c2C)c1C	98.0	6.6	0.9	2.6	-3.9	-5.0	-1.3	17.2	-2.2
CC1CN(C(=S)SCCN2C(=O)CCC2=O)CC(C)O1 (stereo not given)	96.0	36.8	-8.2	7.1	-0.8	-1.0	-2.2	16.3	8.4
COc1cc(OC)cc(C(=O)NCCOc2ccccc2)c1	106.0	-2.1	1.0	-3.2	1.2	-2.3	0.7	0.7	-10.9
COc1ccccc1NC(=S)N1CCCc2ccccc21	110.0	44.0	-3.0	1.5	-2.2	-3.6	2.0	2.0	-0.4
CCCCn1c(N)c(N(CC)C(=O)CCc2ccccc2)c(=O)[nH]c1=O	96.0	-1.3	-19.6	2.7	-0.5	-1.5	-1.7	13.8	-2.8
N/C(=N\OC(=O)CN1C(=O)c2ccccc2C1=O)c1ccc(Br)cc1	99.0	29.5	-3.3	1.5	-0.4	-0.9	-8.7	4.1	-3.3
O=C(/C=C/c1ccc([N+](=O)[O-])cc1)NCCSc1ccccc1	114.0	14.3	9.5	0.8	-2.8	-0.7	2.5	-4.0	6.8
Nc1nc(CCl)nc(Nc2ccccc2)n1	94.0	-21.2	-15.1	-0.6	-1.6	-1.3	-27.1	4.4	-0.1
O=C1c2ccccc2NC(c2ccccc2)N1c1ccc(O)cc1 (stereo not given)	101.0	-5.5	-16.3	-1.2	-3.5	-5.2	-1.6	18.2	-0.9
O=C(c1cc(-c2cccs2)nc2ccccc12)N1CCN(c2ccccc2)CC1	104.0	-3.7	1.1	-2.6	-4.2	-0.3	0.9	-5.9	-28.8
CCOC(=O)NNC(=O)C12CC3CC(CC(C3)C1)C2	101.0	24.5	-7.0	4.7	-2.8	-5.5	1.4	14.4	0.8

Pulled one by one from above (4):
SMILES	MEKK3 PB1 HTS	PHOSPHO1 inh	p-CIP stab down	IDE cell activ	IMP-1 inhibitor	VIM-2 inh	NS3 helicase inh	SUMO HTRF inh	DNA FID counter
Cc1ccnc(Nc2nc3ccccc3o2)n1	109.0	38.3	5.6	4.6	-7.8	-1.7	-2.8	-19.2	-2.0
FC(F)(F)c1ccccc1NC(=S)Nn1cnnc1	105.0	22.6	-12.2	-3.2	-4.2	-2.1	4.5	2.6	0.4
COCCOC(=O)c1c(C)oc2ccc(OC(=O)c3ccco3)cc12	95.0	-5.8	-9.1	-2.1	-1.6	-1.5	-0.1	1.8	-28.4
Nc1nc(CCl)nc(Nc2ccccc2)n1	94.0	-21.2	-15.1	-0.6	-1.6	-1.3	-27.1	4.4	-0.1

Additional compounds.
SMILES	MEKK3 PB1 HTS	PHOSPHO1 inh	p-CIP stab down	IDE cell activ	IMP-1 inhibitor	VIM-2 inh	NS3 helicase inh	SUMO HTRF inh	DNA FID counter
CCC(C)[C@H](NC(=O)N1CCN(c2cccc(C(F)(F)F)c2)CC1)C(=O)OC (stereo not given in full)	98.0	-2.1	2.9	5.0	0.3	-1.7	-0.8	5.0	-26.5
COc1ccccc1C(=O)NC(=S)Nc1cccnc1Cl	99.0	27.0	-7.0	0.1	-1.6	-0.5	6.7	5.1	-19.1
COc1ccccc1C(=O)NCCn1ccc2ccccc21	101.0	-27.2	-1.0	5.0	-1.7	-1.5	-0.1	-10.1	-8.5
Cc1cc(-c2nnc(CCC(=O)N(C)CCc3ccccc3)o2)no1	90.0	11.6	2.2	7.1	-3.6	-1.4	-11.7	2.2	-7.8
COc1ccccc1OC(=O)c1ccc(SC)cc1OC	104.0	-3.2	6.0	0.9	-2.3	-0.6	-17.1	-15.5	-18.0
COc1cc(CNCCNC(=O)c2nonc2N)ccc1OCc1ccc(Cl)cc1	103.0	45.4	-17.3	6.0	-3.3	0.0	-67.8	-1.6	22.1
CNS(=O)(=O)c1cccc(C(=O)NCC(C)(C)N2CCCCC2)c1	100.0	26.5	-8.0	0.4	-3.9	-3.0	7.7	3.8	-3.5
CCN(C(=O)COC(=O)c1cc(S(=O)(=O)N2CCOCC2)c(Cl)cc1Cl)C1CCS(=O)(=O)C1 (stereo not given)	98.0	52.7	-11.1	.	-0.3	-2.4	10.2	12.6	-14.0
O=S1(=O)NC(CC2=CCCCC2)C2CCCCC2O1 (stereo not given)	97.0	15.2	-3.0	-2.8	-0.1	-0.6	4.0	5.9	-17.9

These rows are one share of the data. The share of hits here may be higher or lower than overall.
